# Source: PubChem BioAssay (The Scripps Research Institute Molecular Screening Center)
# MITF inh – blocks human microphthalmia-associated transcription factor | inhibition, % at 2.6 µM | AlphaScreen MITF homodimerization, bead proximity signal | 0.91% of 650,000 active | O75030; in the data active means inhibition above about 50%;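 further: 0% = vehicle wells with protein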
# Target sequence (O75030 whole entry, looked up): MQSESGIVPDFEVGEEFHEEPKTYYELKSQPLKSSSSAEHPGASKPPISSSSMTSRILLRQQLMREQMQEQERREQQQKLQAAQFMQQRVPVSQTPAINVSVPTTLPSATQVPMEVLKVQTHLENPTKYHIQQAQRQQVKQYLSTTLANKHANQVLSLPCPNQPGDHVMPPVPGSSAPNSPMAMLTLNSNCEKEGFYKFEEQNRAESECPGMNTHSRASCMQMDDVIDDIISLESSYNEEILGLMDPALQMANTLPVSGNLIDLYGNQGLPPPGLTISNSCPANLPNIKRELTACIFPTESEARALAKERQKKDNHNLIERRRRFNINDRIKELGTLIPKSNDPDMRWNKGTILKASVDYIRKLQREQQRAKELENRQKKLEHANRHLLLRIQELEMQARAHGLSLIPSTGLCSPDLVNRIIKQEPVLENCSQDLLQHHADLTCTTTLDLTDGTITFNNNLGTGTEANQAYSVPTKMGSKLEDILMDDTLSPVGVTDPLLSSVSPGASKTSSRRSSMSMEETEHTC
# FBW7 act – human FBW7 E3 ligase activation, primary screen; 0.13% of 650,000 active; AID 1259310; normalized activity (activation), % at 26.1 µM; AlphaScreen FBW7–phospho-cyclin E peptide binding, activator screen; in the data active means normalized activity above about 1.9%;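 further: purified mutant Fbw7 with reduced substrate affinity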
# GPR151 ag – activates the human receptor GPR151; PathHunter beta-arrestin GPR151 cells, luminescence; AID 1508602; 1% of 650,000 active; activation, % at 11.2 µM; Q8TDV0; in the data active means activation above about 4.9%;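 further: 0% = median of compound wells and 100% = cells with positive control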
# Target sequence (Q8TDV0 whole entry, looked up): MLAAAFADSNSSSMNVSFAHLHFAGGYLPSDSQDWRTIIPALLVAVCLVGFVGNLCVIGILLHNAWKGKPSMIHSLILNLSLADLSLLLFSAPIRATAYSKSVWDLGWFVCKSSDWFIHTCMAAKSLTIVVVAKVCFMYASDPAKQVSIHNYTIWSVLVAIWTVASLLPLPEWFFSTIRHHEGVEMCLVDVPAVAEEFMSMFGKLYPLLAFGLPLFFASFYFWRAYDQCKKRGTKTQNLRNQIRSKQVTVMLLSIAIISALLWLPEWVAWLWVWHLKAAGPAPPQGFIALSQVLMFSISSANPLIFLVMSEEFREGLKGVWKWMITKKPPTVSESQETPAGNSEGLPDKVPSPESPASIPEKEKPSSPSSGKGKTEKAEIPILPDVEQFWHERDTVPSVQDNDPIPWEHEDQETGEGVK
# TEAD-YAP inh – TEAD-YAP interaction inhibition | 1.4% of 640,000 active | inhibition, % at 9.12 µM | HEK-TIYL cells, TEAD-Gal4/YAP UAS-luciferase luminescence; in the data active means inhibition above about 32%;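 further: 0% = median of test compound wells and 100% = reference inhibitor wells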
# Active calls of the source: *; & = joins results of further samples.
SMILES,MITF inh,FBW7 act,GPR151 ag,TEAD-YAP inh
CCOc1cc(/C=C2/C(=N)N3N=C(CC)SC3=NC2=O)cc(Br)c1OCCOc1ccc(C(C)CC)cc1 (centres undefined),-4,0.0,-0.5,-9
CCOC(=O)c1sc2nc(NC(=O)COc3ccccc3)sc2c1C,12,-0.1,-3.3,4
O=C(Nc1ccc(Cl)cc1)c1ccccc1I,4,0.3,-0.9,-41
COC(=O)N1CCC(C(=O)N(C)C(c2ccc(F)cc2)c2ccccn2)CC1 (centres undefined),22,0.5,-1.4,11
C=CCc1cccc(/C=N/NC(=O)c2cccc(C)c2)c1O,7,-0.1,-1.0,-12
CCOC(=O)N1CCN(c2c(-c3ccc(C(C)C)cc3)c(=O)c2=O)CC1,2,-0.1,-1.0,2
Cc1ccc2oc(C(=O)N3CCC4(CC3)NC(=O)c3cccnc3N4C)cc(=O)c2c1,4,0.1,3.3,-3
CC(=O)Nc1ccc(NC(=O)c2cccc(N3CCCC3CO)n2)cc1 (centres undefined),-6,-0.1,5.6*,9
Cc1ccc(/C=N/Nc2nc3ccccc3[nH]2)s1,-9,-0.2,-2.4,-64
CC(C)(C)C(=O)N/C(N)=N/c1nc2ccccc2s1,12&3,0.1&0.3,0.1&1.3,23&17
O=C(OCc1nc2ccccc2s1)c1ccc(S(=O)(=O)NCc2ccco2)cc1,14,-0.1,-1.0,-4
CCC(=O)N1CCc2cc(S(=O)(=O)NCCC(=O)NCc3ccc(OC)cc3)ccc21,-1,0.9,1.3,4
Cc1c(Br)c(C(F)(F)F)nn1CC(=O)N(C)C1CCCCC1,-6,-0.3,-0.9,12
Cc1ccccc1-c1nc(CS(=O)(=O)CC(=O)NCCc2ccc(Cl)cc2)c(C)o1,9,-0.2,0.0,6
CCCCCNC(=O)c1cccnc1SCC(=O)Nc1ccc(Br)cc1,10,0.0,2.3,0
COc1cccc(Cc2cc(C(=O)N3CCCCC3c3ccccn3)on2)c1 (centres undefined),21,0.3,1.0,-43
COc1cccc2c1OCC(CN1CCN(C3CCN(C(C)C)CC3)C(CCO)C1)=C2 (centres undefined),3,0.0,1.0,-5
O=C(O)CCNc1nc(F)cc(F)n1,10,0.0,-0.3,5
CC(C)(C)c1ccc(C(=O)N2CCN(C(=O)c3ccc(C(C)(C)C)cc3)CC2)cc1,13,0.0,-0.7,3
CCC(=O)N1c2ccccc2NC2=C(C(=O)CC(c3cccs3)C2)C1c1ccc(C(=O)OC)cc1 (centres undefined),-3,0.1,-1.3,10
O=C(CN1C(=O)C2C3CCC(C3)C2C1=O)N1CCC(n2nnc(-c3ccccc3)n2)CC1 (centres undefined),10,0.0,0.8,11
O=C(c1ccc([N+](=O)[O-])cc1)c1ccc([N+](=O)[O-])cc1,20,0.6,-0.2,-2
CCOC(=O)c1oc2cc(OCC#N)ccc2c(=O)c1-c1ccc(OC)cc1,6,0.4,0.7,4
CC(C)CCn1c(N2CCC(C)CC2)nc2c1c(=O)[nH]c(=O)n2C,-1,0.1,-1.7,-12
CCN=C(NS(=O)(=O)c1ccc(C)cc1)c1ccc(F)cc1,-5,0.0,-1.5,-7

# Brought forward from above: two compounds, then new ones.
SMILES,MITF inh,FBW7 act,GPR151 ag,TEAD-YAP inh
CC(C)CCn1c(N2CCC(C)CC2)nc2c1c(=O)[nH]c(=O)n2C,-1,0.1,-1.7,-12
CCN=C(NS(=O)(=O)c1ccc(C)cc1)c1ccc(F)cc1,-5,0.0,-1.5,-7
Fc1ccccc1Nc1nc(Cl)nc(Cl)n1,20,-0.3,-0.4,-1
COc1ccc(S(=O)(=O)NCC(=O)O)cc1OC,8,-0.1,-1.2,9
COc1cc(NC(=O)COc2cc(=O)n(C)c3ccccc23)cc(OC)c1OC,11,0.7,-0.3,3
O=S(=O)(c1cccs1)N1CCSc2ccccc21,-5,0.0,1.3,-7
CCCN(CCC)CCN1C(=O)C2C(C(=O)Nc3ccc(C)c(C)c3)C3C=CC2(O3)C1C(=O)NC1CCCC(C)C1C (centres undefined),12,0.1,0.3,1
Nc1cc2cnn(-c3cccc(C(=O)NCCN4CCOCC4)c3)c2cc1F,1,-0.1,-0.4,0
Cc1nc2c(C(=O)NC3CCCCC3)cnn2c(C)c1Cc1ccc(Cl)cc1,-4,0.0,0.1,1
Nc1ncccc1C(=O)OCCN1C(=O)c2ccccc2C1=O,13,0.2,1.0,-12
COc1ccc2c(c1)CC(c1nc3ccc(-c4cn[nH]c4)cc3c(=O)n1C)CO2 (centres undefined),-1,-0.1,-0.2,-5
CCOc1ccc(NC(=O)c2ccc(N3CC4CC(C3)c3cccc(=O)n3C4)c([N+](=O)[O-])c2)cc1 (centres undefined),-3,0.0,-1.4,-2
O=C(Nc1cccc2ccccc12)c1ccc2c(=O)n(-c3ccc(F)cc3)c(=S)[nH]c2c1,-5,-0.1,0.3,-4
Cc1c(Cl)cccc1NC(=O)C(=O)N1CCCC1,9,0.2,-0.4,-28
O=C1CCCN1CCCNc1ncnc2nc(Nc3cnccn3)[nH]c12,19,0.0,0.1,9
CN1C(=O)/C(=C/c2cc3c(cc2Br)OCO3)NC1=S,9,-0.1,-0.7,-1
Clc1ccc(Cl)c(N=c2scc(-c3ccccc3)n2-c2ccccc2)c1,16,0.1,-0.5,17
CSc1nsc(SCc2ccccc2)c1C(N)=O,17,-0.3,-1.0,6
CCC(C)NC(=O)CCc1nnc2n(Cc3ccccc3Cl)c(=O)c3ccccc3n12 (centres undefined),18,0.2,1.9,-3
O=C(COC(=O)c1ccc(N2C(=O)CCC2=O)cc1)Nc1nc(-c2ccc(Br)cc2)cs1,19,0.3,-3.4,-38
CCCn1c(O)c(C#N)c(C)cc1=O,-3,-0.5,0.6,-9
O=C(CSc1nc2ccccc2nc1Cc1ccc(F)cc1)Nc1nccs1,8,0.1,-1.6,11
CCC(CC)C(=O)Nc1nnc(SCCN2CCCC2)s1,8,0.1,1.1,1
CC1=C(C(=O)OCCOc2ccccc2)C(c2ccc3c(c2)OCO3)C2=C(CC(c3ccccc3)CC2=O)N1 (centres undefined),-5,0.2,0.1,7
O=c1c2sc(=S)n(-c3ccc(Cl)cc3)c2[nH]c(=S)n1-c1ccccc1,-2,-0.2,-0.7,-7
O=C1c2ccc(Cl)cc2C(=O)N1c1ccccc1[N+](=O)[O-],-9,0.2,-0.4,-8
O=C(Nc1ccc(Cl)cc1)Oc1ccc(Br)cc1,12,0.6,-1.5,-6

# A run of entries from the list above:
SMILES,MITF inh,FBW7 act,GPR151 ag,TEAD-YAP inh
CCOc1cc(/C=C2/C(=N)N3N=C(CC)SC3=NC2=O)cc(Br)c1OCCOc1ccc(C(C)CC)cc1 (centres undefined),-4,0.0,-0.5,-9
CCOC(=O)c1sc2nc(NC(=O)COc3ccccc3)sc2c1C,12,-0.1,-3.3,4
O=C(Nc1ccc(Cl)cc1)c1ccccc1I,4,0.3,-0.9,-41
COC(=O)N1CCC(C(=O)N(C)C(c2ccc(F)cc2)c2ccccn2)CC1 (centres undefined),22,0.5,-1.4,11
C=CCc1cccc(/C=N/NC(=O)c2cccc(C)c2)c1O,7,-0.1,-1.0,-12
CCOC(=O)N1CCN(c2c(-c3ccc(C(C)C)cc3)c(=O)c2=O)CC1,2,-0.1,-1.0,2
Cc1ccc2oc(C(=O)N3CCC4(CC3)NC(=O)c3cccnc3N4C)cc(=O)c2c1,4,0.1,3.3,-3
CC(=O)Nc1ccc(NC(=O)c2cccc(N3CCCC3CO)n2)cc1 (centres undefined),-6,-0.1,5.6*,9
Cc1ccc(/C=N/Nc2nc3ccccc3[nH]2)s1,-9,-0.2,-2.4,-64
CC(C)(C)C(=O)N/C(N)=N/c1nc2ccccc2s1,12&3,0.1&0.3,0.1&1.3,23&17
O=C(OCc1nc2ccccc2s1)c1ccc(S(=O)(=O)NCc2ccco2)cc1,14,-0.1,-1.0,-4
CCC(=O)N1CCc2cc(S(=O)(=O)NCCC(=O)NCc3ccc(OC)cc3)ccc21,-1,0.9,1.3,4
Cc1c(Br)c(C(F)(F)F)nn1CC(=O)N(C)C1CCCCC1,-6,-0.3,-0.9,12
Cc1ccccc1-c1nc(CS(=O)(=O)CC(=O)NCCc2ccc(Cl)cc2)c(C)o1,9,-0.2,0.0,6
CCCCCNC(=O)c1cccnc1SCC(=O)Nc1ccc(Br)cc1,10,0.0,2.3,0
COc1cccc(Cc2cc(C(=O)N3CCCCC3c3ccccn3)on2)c1 (centres undefined),21,0.3,1.0,-43
COc1cccc2c1OCC(CN1CCN(C3CCN(C(C)C)CC3)C(CCO)C1)=C2 (centres undefined),3,0.0,1.0,-5
O=C(O)CCNc1nc(F)cc(F)n1,10,0.0,-0.3,5
CC(C)(C)c1ccc(C(=O)N2CCN(C(=O)c3ccc(C(C)(C)C)cc3)CC2)cc1,13,0.0,-0.7,3

# Continued.
SMILES,MITF inh,FBW7 act,GPR151 ag,TEAD-YAP inh
CCOC(=O)/C=C(\C)NC1CC(C)(C)NC(C)(C)C1,-4,0.1,0.4,2
Cc1ccc(S(=O)(=O)N2CCCC2=O)c(C)c1N(C)S(C)(=O)=O,-2,0.0,-2.5,-1
CCC(C(=O)O)n1c(O)c(/C=C2\C=Nc3ccccc32)sc1=S (centres undefined),13,0.2,9.1*,3
O=C(Cc1ccc(F)c(F)c1)Nc1cnc2cnc(-c3ccco3)cn12,4,-0.2,1.1,-5
Cc1ccccc1C(=O)NCCc1c(C)[nH]c2c(C)ccc(F)c12,-3,-0.4,-0.4,0
COc1ccc(S(=O)(=O)N2CCN(Cc3ccc4c(c3)OCO4)CC2)cc1,5,-0.4,1.2,10
O=C(CC1C(=O)N(CCc2ccccc2)C(=S)N1CCc1ccc(Cl)cc1)Nc1ccc(F)cc1 (centres undefined),11,0.2,-0.5,-3
COc1ccc2nc(-c3ccc(C)c(NS(=O)(=O)c4cccc(Cl)c4)c3)cn2n1,5,0.1,0.5,-39
CC(=O)Nc1ccc(-n2sc3c(c2=S)-c2cc(C)ccc2NC3(C)C)cc1,-6,-0.1,2.6,-10
Cc1ccccc1-n1c(=S)sc2c(=O)n(-c3ccccc3F)c(SCC(=O)NCc3ccccc3)nc21,28,1.5,-1.4,-16
CN1CCN(S(=O)(=O)c2cc([N+](=O)[O-])ccc2N2CCCCCC2)CC1,-14,0.0,1.8,5
CCCC1(CCC)NC(=O)N(CC(=O)Nc2ccc(Br)cc2C)C1=O,-1,0.0,0.2,16
CC1(C)CC(=O)C2=C(C1)Nc1ccccc1N(C(=O)Cc1ccccc1)C2c1ccc([N+](=O)[O-])cc1 (centres undefined),-10,-0.2,-1.3,8
Cc1ccc(C)c(OCC(=O)NC2CCCC2)c1,1,0.3,2.0,0
N/C(=N\OC(=O)Cc1cccs1)c1cccc([N+](=O)[O-])c1,-2,-0.1,1.2,-13
Cc1ccc(NC(=O)Cn2c3ccccc3c(=O)c3cc([N+](=O)[O-])ccc32)cc1,-3,-0.2,0.6,3
O=c1c2oc3ccccc3c2nc2n1Cc1ccccc1-2,1,0.0,-0.9,-15
COCCOC(=O)C1=C(C)NC2=C(C(=O)CC(C)(C)C2)C1c1coc2ccccc2c1=O (centres undefined),17,0.2,0.6,8
C=C(C)CSc1nc2sc3c(c2c(=O)n1-c1ccccc1)CCCCC3,9,0.0,0.7,-4
O=C(CCCn1c(SCC(=O)NC2CCCC2)nc2ccccc2c1=O)NCCCN1CCOCC1,57*,0.5,-0.4,-5
CCN(C(=O)c1ccc(N2CC3CC(C2)c2cccc(=O)n2C3)c(NC(=O)Cc2c(F)cccc2Cl)c1)c1cccc(C)c1 (centres undefined),1,-0.1,-0.4,5
Cc1c(NC(=O)C(=O)/C=C(\O)c2ccc(F)cc2)cccc1[N+](=O)[O-],-10,0.1,-0.4,-40
CC(=O)c1c(C)oc2ccc(N(C(C)=O)S(=O)(=O)c3cccc([N+](=O)[O-])c3)cc12,7,0.2,1.4,3
C=CCNc1nc(N)c(C(=O)c2ccc(Cl)cc2)s1,-2,-0.1,-0.1,-43
O=C1NC(=O)C2C1C(c1cccc([N+](=O)[O-])c1)NN2Cc1ccccc1 (centres undefined),6,-0.1,-0.9,12
# The listing continues.
SMILES,MITF inh,FBW7 act,GPR151 ag,TEAD-YAP inh
O=C(O)C1CC(=O)N(Cc2ccncc2)C1 (centres undefined),8,-0.1,-0.6,3
CCCS(=O)(=O)N1CCN(S(=O)(=O)c2ccc(OC)cc2)CC1,1,-0.1,-0.9,3
CN1C(=O)CCc2cc(NS(C)(=O)=O)ccc21,9,0.1,1.4,-1
Nc1nc2cc3nc(N)sc3cc2s1,8,0.0,-7.4,26
O=C(CC1NC(=O)NC1=O)Nc1cccc2ccccc12 (centres undefined),20,0.4,0.0,4
COc1cc(OC)cc(C2C(C#N)=C(N)OC3=C2C(=O)CC(C)(C)C3)c1 (centres undefined),2,-0.2,0.2,5
CCc1nc(SCc2ccccn2)c2c(=O)n(C)c(=O)n(C)c2n1,0,0.0,3.1,-1
OC(CNC1CCCc2ccccc21)c1ccccc1 (centres undefined),16,-0.1,0.8,-1
COCCn1nnnc1C(c1ccc(F)cc1)N1CCN(c2cc(Cl)ccc2C)CC1 (centres undefined),12,1.0,-0.3,-12
CCCCCOc1ccc(CSC2=NCCN2)cc1[N+](=O)[O-],9,-0.1,1.4,-13
COc1ccccc1-n1c(C)cc(/C=C2/C(=O)NC(=S)N(Cc3ccco3)C2=O)c1C,14,-0.3,-0.7,-10
Cn1c(-c2ccccc2)cnc1NC(=O)c1ccc(F)cc1,-1,0.0,-1.3,49*
Cc1ccc2[nH]c(=O)c(CN(CCO)C(=O)NCc3ccccc3)cc2c1,5,0.8,-0.9,-3
Cc1ccc(NC(=O)/C=C/c2ccccc2)c(C)c1,-5,0.1,0.2,-58
CC(C(=O)N1CC[C@@H](c2ccccc2)[C@H](O)C1)n1ncc2ccccc2c1=O (some centres undefined),6,0.2,-0.2,-5
COc1ccc(C(=O)CN2C3=NCCCN3c3cc(C)c(C)cc32)cc1OC,7,-0.1,-0.6,-1
OCCNc1nc(N2CCOCC2)ncc1F,-8,0.6,-1.4,-1
